N370S GC – inhibitors or activators of N370S glucocerebrosidase for Gaucher disease; N370S GC spleen homogenate, 4MU-glucoside fluorescence; Potency, µM (titrated, usually from 59.4 µM), for the others: at the top dose activity change, negative = inhibition, usual class: inhibitors; hit rate 0.092% among 330,000;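 also: 0% = full enzyme activity and -100% = no enzyme basal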
FEN1 inh – blocks human flap endonuclease 1; Potency, µM (series often up to 114 µM), inactives show at the highest dose activity change, negative = inhibition, actives largely listed as inhibitors; hit rate 0.35% among 390,000; AID 588795; Recombinant FEN1 flap cleavage, fluorescence, 15 min; P39748; also: nearly all actives have a fitted effect of over 65% in size
Target sequence (P39748 whole entry, looked up): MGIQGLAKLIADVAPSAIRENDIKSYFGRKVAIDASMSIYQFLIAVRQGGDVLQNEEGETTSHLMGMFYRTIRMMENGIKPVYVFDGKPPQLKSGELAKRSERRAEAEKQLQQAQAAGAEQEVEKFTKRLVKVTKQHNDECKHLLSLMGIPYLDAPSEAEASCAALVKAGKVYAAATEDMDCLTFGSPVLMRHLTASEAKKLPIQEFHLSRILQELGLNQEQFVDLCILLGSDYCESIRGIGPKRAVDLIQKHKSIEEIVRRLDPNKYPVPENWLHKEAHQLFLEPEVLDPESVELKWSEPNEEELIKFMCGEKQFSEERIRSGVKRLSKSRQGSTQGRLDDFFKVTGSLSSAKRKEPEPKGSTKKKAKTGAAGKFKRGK
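Compounds are tested as a concentration series against 10 nM FEN1; after a 15 min room-temperature preincubation, 50 nM substrate starts cleavage, with plate reads at 0 and 15 min. Normalized responses are fitted by a Hill equation.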
TDP1 block – inhibitors of human tyrosyl-DNA phosphodiesterase TDP1; AID 485290; Potency, µM (series often up to 130 µM), for the others: top-dose activity change, negative = inhibition, actives largely listed as inhibitors; hit rate 0.28% among 350,000; recombinant TDP1, AlphaScreen DNA substrate cleavage; Q9NUW8; also: nearly all actives have a fitted effect of over 40% in size
Target sequence (Q9NUW8 whole entry, looked up): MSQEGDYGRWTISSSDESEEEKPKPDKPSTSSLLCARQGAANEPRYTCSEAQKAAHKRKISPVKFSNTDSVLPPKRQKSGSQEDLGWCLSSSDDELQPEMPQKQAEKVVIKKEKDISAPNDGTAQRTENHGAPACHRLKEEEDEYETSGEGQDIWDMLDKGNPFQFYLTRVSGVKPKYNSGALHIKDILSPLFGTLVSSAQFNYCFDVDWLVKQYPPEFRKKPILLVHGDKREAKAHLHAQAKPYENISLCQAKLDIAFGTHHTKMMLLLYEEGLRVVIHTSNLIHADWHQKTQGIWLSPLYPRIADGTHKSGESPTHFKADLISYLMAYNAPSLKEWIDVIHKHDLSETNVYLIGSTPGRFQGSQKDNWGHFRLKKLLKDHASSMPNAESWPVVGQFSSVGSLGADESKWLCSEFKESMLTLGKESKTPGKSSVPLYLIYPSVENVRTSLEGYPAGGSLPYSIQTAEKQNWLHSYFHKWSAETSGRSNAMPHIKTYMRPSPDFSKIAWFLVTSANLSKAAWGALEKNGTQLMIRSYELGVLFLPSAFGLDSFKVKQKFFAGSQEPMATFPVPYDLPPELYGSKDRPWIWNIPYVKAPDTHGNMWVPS
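Steps: enzyme plus compound, 15 min RT; add biotin/phosphotyrosine-FITC oligonucleotide (15 nM final), react 5 min; add donor/acceptor beads (10 ug/ml final), 10 min; read AlphaScreen. Tdp1 at 1 nM final.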
* = called active by the depositor; ? = inconclusive; . = not tested or not shown; [ ] = another dose, or the depositor's remark. Calls follow the shape of the dose curve; as a rule, active = well fitted curve in the direction sought with a large enough effect; inconclusive = small, poorly fitted or top-dose-only effect, or another doubt; inactive = no such curve, though single readings can be large; an effect the other way counts as inactive or inconclusive. Unless noted, % is scaled to controls: 0 for no effect and ±100 for the full control effect; potency is read from the fitted curve at half-maximal effect.

Each structure is followed by: N370S GC, FEN1 inh, TDP1 block
CCc1ccc(C(=O)c2cn(CC(=O)Nc3ccc4c(c3)OCCO4)c3ccc(CC)cc3c2=O)cc1
    ., 8.8%, 6.4%
C=CCn1c(COc2ccccc2)nnc1SCC(=O)Nc1ccc(S(N)(=O)=O)cc1
    8.2%, -4.4%, 3.8%
CCCn1c(-c2ccc(F)cc2)nc2c(NCC3CCN(C)CC3)nc(C)nc21
    -2.1%, ., 8.1%
O=C(CSc1c2c(nc3cc(Cl)ccc13)CCCC2)N1CCN(c2ccccc2F)CC1
    ., -17.1%, -1.3%
Cc1cc(C(=O)CSc2nnc(-c3ccncc3)n2-c2ccccc2)c(C)n1C
    -2.0%, 1.0%, -14.6%
CN(C)c1nc(Oc2ccc(=O)[nH]n2)nc(N2CCOCC2)n1
    25.2%, -6.9%, 0.0%
CCCCCCCCCCCCCCCCCC(=O)OCC(C)O (stereo not given)
    -1.6%, ., -7.1%
Nc1ccc2nc(SCC(=O)Nc3ccc(N4CCOCC4)c(Cl)c3)sc2c1
    0.3%, 7.8%, 5.3%
CC1Cc2ccccc2N1Cc1cccc([N+](=O)[O-])c1 (stereo not given)
    -4.7%, 1.4%, .
CC(C)OCCCNc1ccc(N2C(=O)CCCC2=O)cc1[N+](=O)[O-]
    -18.3%, -10.8%, .
COC(=O)/C=c1/s/c(=C(/C#N)C(=O)N2CCOCC2)n(-c2ccccc2)c1=O
    ., 0.5%, 3.4%
CS(=O)(=O)c1nc(-c2ccc(Br)cc2)cc(-c2ccccc2)c1C#N
    4.2%, -10.3%, 3.6%
CC(/C=C/c1ccc2c(c1)OCO2)=N/NC(=O)C1COc2ccccc2O1 (stereo not given)
    -0.5%, ., 5.3%
C=C(C)[C@]12C[C@@H](C)[C@@]34OC(Cc5ccccc5)(O[C@@H]1[C@@H]3C=C(COC(=O)Cc1cc(OC)c(O)cc1I)C[C@]1(O)C(=O)C(C)=C[C@@H]41)O2
    -8.0%, ., 11.2%
CC1CCN(C(=O)CSCc2ccc(Cl)cc2)CC1
    4.1%, -14.0%, 3.0%
Cn1c(Cn2nnc3ccccc32)nnc1SCC(=O)N1CCc2ccccc21
    23.0%, -3.8%, -2.0%
CNC(=S)N(C)[C@H]1c2c(ccc3ccccc23)OC[C@H]1CO
    5.1%, -6.6%, 5.9%
COC(=O)/C=C1/N/C(=N\c2nc(C)cc(C)n2)N(c2cccc(C)c2)C1=O
    -3.8%, -6.5%, -2.6%
CCOC(=O)C1=C(N)Oc2cc(O)ccc2C1c1ccccc1 (stereo not given)
    -5.8%, -21.0%, .
O=C(NCC(=O)N1CCN(S(=O)(=O)c2ccccc2F)CC1)c1ccc2ccccc2c1
    -3.3%, -6.0%, 2.6%
Cc1onc(-c2ccccc2Cl)c1C(=O)N1CCN(C(=O)c2ccco2)CC1
    8.1%, 1.5%, 2.0%
COc1ccccc1-n1c(SCC(=O)N2CCCC2)nc2cccnc21
    5.3%, 0.9%, 3.8%
N#CC1=C(N)Oc2cc(O)ccc2C1c1ccc(Br)s1 (stereo not given)
    -7.2%, 16.5%, .
CCc1cccc(NC(=O)c2coc(=O)c3ccccc23)c1
    ., -15.1%, 2.9%
CCOC(CCNC(=O)c1cn(C)c(=O)c2c1c1ccccc1n2C)OCC
    1.9%, -5.3%, .
COc1cc([N+](=O)[O-])ccc1-c1ccc(/C=N/NC(N)=O)o1
    -3.3%, -8.1%, .
COc1ccc(-c2cc3ccc(OC)cc3cn2)cc1
    ., -4.7%, 0.7%
COc1ccc(-c2nn(C)c3sc(C(=O)N4CCN(c5cc(Cl)ccc5C)CC4)cc23)cc1OC
    ., -10.4%, -2.3%
COc1ccc(OC)c(S(=O)(=O)NC(C)c2ccc(-n3ccnc3)cc2)c1 (stereo not given)
    ., -6.5%, 2.8%
COCCN1CCC(CNCc2cn[nH]c2-c2ccc(C)c(C)c2)C1 (stereo not given)
    3.8%, -7.0%, -2.7%

Five entries drawn at random from those above, as already listed:
Each structure is followed by: N370S GC, FEN1 inh, TDP1 block
COC(=O)/C=c1/s/c(=C(/C#N)C(=O)N2CCOCC2)n(-c2ccccc2)c1=O
    ., 0.5%, 3.4%
COc1ccccc1-n1c(SCC(=O)N2CCCC2)nc2cccnc21
    5.3%, 0.9%, 3.8%
CCCCCCCCCCCCCCCCCC(=O)OCC(C)O (stereo not given)
    -1.6%, ., -7.1%
CC(/C=C/c1ccc2c(c1)OCO2)=N/NC(=O)C1COc2ccccc2O1 (stereo not given)
    -0.5%, ., 5.3%
CCCn1c(-c2ccc(F)cc2)nc2c(NCC3CCN(C)CC3)nc(C)nc21
    -2.1%, ., 8.1%

(continued)
Each structure is followed by: N370S GC, FEN1 inh, TDP1 block
C#CCOCCOCCOCCNc1nc(N2CCN(C(=O)[C@H](CCC(=O)O)n3cc(C(N)Cc4ccc(O)cc4)nn3)CC2)nc(N2CCN(C(=O)[C@H](Cc3ccc(O)cc3)n3cc(C(N)[C@H](C)CC)nn3)CC2)n1 (stereo not given in full)
    7.8%, ., ?
Cc1ccc(C(c2sc3nc(C)nn3c2O)N2CCN(c3ccccc3F)CC2)cc1 (stereo not given)
    -9.1%, 2.3%, 2.0%
Cc1ccc(C(=O)NCCNc2nc3cc(C)c(C)cc3cc2C)cc1
    5.0%, -4.6%, 2.5%
O=C1c2ccccc2C(=O)N1Cc1nc2ccccc2c(=O)n1CCCn1ccnc1
    -3.0%, 4.2%, 5.1%
Cc1nc(N2CCOCC2)c2c(C(=O)NCc3ccc(Cl)cc3)c(C)oc2n1
    ., -4.4%, 3.2%
O=C(Nc1ccncc1)c1ccc2c(c1)S(=O)(=O)c1ccccc1C2=O
    -5.1%, -0.5%, 0.0%
COc1ccc(NS(=O)(=O)c2cc(NC(=O)c3cc(F)c(F)cc3Cl)ccc2N2CCOCC2)cc1
    ., 8.8%, 0.3%
COc1ccccc1N1CCN(S(=O)(=O)CCNC(=O)c2ccc(Br)o2)CC1
    -3.4%, 18.2%, 6.4%
Cc1cc(=O)oc2cc(NC(=O)C(C)N3C(=O)C4CCCCC4C3=O)ccc12 (stereo not given)
    ., -2.1%, -1.8%[56.1 µM]
CCOC(=O)CC1(NC(=O)c2cc(COc3ccc(F)c(F)c3)on2)CCCCC1
    -17.8%, -28.2%, -17.4%
CCCC(=O)Nc1cccc(Oc2nc(C)cc(C)c2C#N)c1
    -2.4%, 0.6%, 0.0%
CC(Sc1nn(-c2ccccc2)c(=S)s1)C(=O)NCC1CCCO1 (stereo not given)
    ., -1.0%, 2.9%
COc1ccc(OC)c(C2C(C(C)=O)=C(O)C(=O)N2Cc2cccnc2)c1 (stereo not given)
    4.3%, 11.7%, 0.0%
CC1(C)NC(=O)N(CC(O)CNC23CC4CC(CC(C4)C2)C3)C1=O (stereo not given)
    1.2%, -8.0%, 4.3%
COc1cccc(COC(=O)c2ccc(-c3nnn(Cc4cccc(OC)c4)n3)cc2)c1
    ., -3.8%, 7.1%
CCC(=O)Nc1cc(-c2nn(C)c(=O)c3ccccc23)ccc1OC
    6.4%, 6.8%, 7.0%
CC(C)C[C@@]12C(=O)N(c3cccc(Cl)c3)C(=O)N1[C@H](c1ccc(Cl)cc1)[C@@H]1C(=O)N(C3CCCCC3)C(=O)[C@@H]12
    2.7%, 4.0%, 1.5%
COc1ccc(Nc2nc(OC)nc(N3CCOCC3)n2)cc1
    -1.7%, 14.2%, 6.0%
Cn1cc(/C=N\NC(=O)c2cccs2)c2ccccc21
    -1.3%, -2.3%, 1.6%
O=C(/C=C/c1ccc([N+](=O)[O-])cc1)NCc1ccccn1
    -6.2%, ?, -1.3%
OCC1OC(n2cnc3c(=S)nc[nH]c32)C(O)C1O (stereo not given)
    -1.2%, ?, -4.3%
COC(=O)CC1C(=O)NCCN1C(=O)c1cc(OC)c(OC)cc1OC (stereo not given)
    -4.9%, 17.6%, .
CCc1ccc(NC(=S)N(CCCN2CCN(C)CC2)Cc2cccs2)cc1
    -19.7%, -6.3%, 5.8%
O=C(NCCc1ccccc1)c1ccc(Cn2c(=O)c3cccn3c3cccnc32)cc1
    ., -2.9%, ?
COc1ccc2cc(C(=O)Nc3ccc(Cl)cc3)sc(=O)c2c1OC
    8.6%, -9.8%, -11.4%
NS(=O)(=O)c1ccc(NC(=O)CN2CCN(c3ccc(F)cc3)CC2)cc1
    ., -3.1%, -1.2%
CC(C)Cn1c(/C=C/c2ccco2)nc2ccccc21
    -4.3%, -1.4%, 8.1%
COc1ccc(OCC(=O)NNC(=S)NC(=O)c2ccc(Br)o2)cc1
    -9.5%, -4.1%, 7.0%
O=C1OC(c2ccccc2)=C/C1=C/N1CCCCC1
    11.8%, -13.7%, 2.0%
CCOC(=O)c1sc(NC(=O)c2cc(-c3ccc(C)cc3)nc3ccccc23)c(C#N)c1C
    0.2%, -2.6%, 3.9%

Nothing new here: entries from further up.
Each structure is followed by: N370S GC, FEN1 inh, TDP1 block
Cc1ccc(C(c2sc3nc(C)nn3c2O)N2CCN(c3ccccc3F)CC2)cc1 (stereo not given)
    -9.1%, 2.3%, 2.0%
Cc1ccc(C(=O)NCCNc2nc3cc(C)c(C)cc3cc2C)cc1
    5.0%, -4.6%, 2.5%
O=C1c2ccccc2C(=O)N1Cc1nc2ccccc2c(=O)n1CCCn1ccnc1
    -3.0%, 4.2%, 5.1%

(further entries)
Each structure is followed by: N370S GC, FEN1 inh, TDP1 block
COc1ccc(CCNC(=O)CSc2nc(C)cc(C)n2)cc1OC
    6.4%, 0.6%, -7.6%
Cc1cc(C)n(-c2nc3ccccc3c(=O)n2OCC(=O)Nc2c(C)cccc2C)n1
    13.9%, 32.0%, 7.0%
COC(=O)c1ccc(C(NC(=O)OCc2ccccc2)/C(F)=C/[C@@H](C)C(=O)NC2CCCCC2)cc1 (stereo not given in full)
    8.7%, ., 6.3%
CCCCN(CC)C(=O)c1nn(C)c2c1CSc1ccccc1-2
    ., -6.3%, 14.3%
CCN(CC)S(=O)(=O)c1ccc(OC)c(NC(=O)c2cn(CC)c3nc(C)ccc3c2=O)c1
    -1.0%, -2.4%, -2.7%
COc1ccc(C(CC(=O)NCc2ccccc2)Sc2n[nH]c(-c3ccccc3)n2)cc1 (stereo not given)
    -26.7%, 3.8%, 2.6%
S=c1[nH]nc(-c2ccncc2)n1/N=C/c1cn(-c2ccccc2)nc1-c1ccccc1
    11.0%, 13.4%, 3.7%
COCCn1c(=NC(=O)c2nc3ccccc3s2)sc2cc(S(C)(=O)=O)ccc21
    -0.6%, 3.5%, 5.3%
CCC(=O)Nc1ccc(NC(=O)CSc2nnnn2Cc2ccccc2)cc1C
    -6.4%, 2.4%, 5.8%
O=C(COC(=O)/C=C/c1cccc(Cl)c1)NCCc1ccccc1
    0.9%, -2.1%, 0.0%
CC(Sc1nc(-c2ccc(F)cc2)cs1)C(=O)Nc1ccc(Cl)cn1 (stereo not given)
    0.9%, -8.4%, -2.3%
COc1ccc(C2C(=O)N(C3CCC(C)CC3)CC(=O)N2Cc2ccc(C)cc2)cc1OC (stereo not given)
    ., -17.5%, 5.2%
FC(F)(F)c1cc(-c2ccco2)nc(NCCc2ccccc2)n1
    7.6%, -11.6%, -1.0%
O=C(Cn1nc2c(cc1=O)CCCC2)NCc1ccccc1Cl
    ., 9.6%, 6.6%
CCCCCC(=O)NNC(=S)NC(=O)c1ccc([N+](=O)[O-])cc1
    3.6%, 7.0%, 5.9%
Cc1ccc2nc(SCC(=O)OCc3ccccc3)nc(=O)n2c1
    4.2%, 6.8%, 13.2%
CCOC(=O)CNC(=O)CNC(=O)Cn1ccc2ccccc2c1=O
    -1.3%, 3.3%, 5.1%
COc1ccc(CN2C(=O)CN=C2Nc2ccc(C)cc2C)cc1
    7.6%, -2.3%, 4.1%
CCN(CC)C(=O)c1ccc2c(=O)n(Cc3cccc(Br)c3)c(=S)[nH]c2c1
    -7.2%, -1.2%, .
O=[N+]([O-])c1ccc(C2NS(=O)(=O)N=C3CCCCCN32)cc1 (stereo not given)
    -1.3%, -17.5%, 7.7%
CCOC(=O)c1ccc(NC(=O)c2cc3c([nH]c2=O)CC(c2ccccc2)CC3=O)cc1 (stereo not given)
    ., 18.4%, -1.2%
CCOC(=O)C1C(=O)C=C(c2ccc([N+](=O)[O-])cc2)CC1c1ccccc1 (stereo not given)
    -11.5%, -16.4%, 5.6%
CCCCC(=O)NC1(C(F)(F)F)NC(=O)N(C)C1=O (stereo not given)
    8.0%, 19.8%, 3.1%
COc1cccc(C(C(=O)NC2CCCCC2)N(C(=O)c2csnn2)C2CC2)c1 (stereo not given)
    -6.4%, -3.8%, 4.1%
COc1ccc(-c2c(C(=O)O)c(-c3ccccc3)cn2C)cc1
    0.2%, -5.2%, 0.7%
Cc1ccc(Cl)cc1N1CCN(C(=O)CCC(=O)Nc2ccc3nc(N4CCC(C)CC4)cc(C)c3c2)CC1
    ., 4.7%, 0.0%
Cc1cc(NC(=O)CCCOc2ccc(Cl)cc2Cl)no1
    4.7%, -3.2%, 8.2%
CCOc1ccc(OCc2cccc(C(=O)N3CCCCCC3)c2)cc1
    -1.3%, -20.6%, 2.7%
